ELG1 DNA repair – blocks ELG1-dependent DNA repair in HEK293T cells | Potency, µM (doses to about 46.1 µM), inactives show at the highest dose activity change, negative = inhibition, actives largely listed as inhibitors | HEK293T ELG1-luciferase reporter, luminescence, 16 h; DNA damage induced by 5-fluorouridine | 330,000 compounds, 2.3% hits | AID 504467; also: potency is read from the fitted curve at half-maximal effect; % is scaled to controls: 0 for no effect and ±100 for the full control effect; nearly all actives have a fitted effect of over 55% in size
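Reporter activity after DNA damage by 5-fluorouridine is monitored. Compound-treated cells incubate 16 hr at 37 °C, then ONE-Glo is added for 30 min before luminescence reading.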
KCNH2 3.1 inh – blocks the human KCNH2 3.1 channel isoform; activity change, % (tested at about 1.8 µM); U2OS KCNH2 3.1, thallium flux FluxOr; active compounds read low; 340,000 compounds, 0.95% hits;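 active = maximum activity change below -70%; inconclusive = maximum activity change from -70% to -50%; inactive = maximum activity change above -50%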;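 also: thallium influx rate constant from kinetic fluorescence after stimulation buffer; % is scaled to controls: 0 for no effect and ±100 for the full control effect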
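We transduce U2OS cells with the mutant 3.1 virus, culture them overnight, load FluxOr with Red40 quencher for 45 min, then add stimulation buffer and read kinetically for 2 min to derive a normalized rate constant.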
PKM2 activator – activators of human pyruvate kinase M2 | Potency, µM (doses to about 57.5 µM), for inactives: at the highest dose activation, most hits filed as activators | AID 1631 | 260,000 compounds, 0.34% hits | P14618 | purified PKM2, Kinase-Glo ATP luminescence, activation; response scale: 0% is enzyme alone, no compound; also: potency is read from the fitted curve at half-maximal effect; % is scaled to controls: 0 for no effect and ±100 for the full control effect; nearly all actives have a fitted effect of over 55% in size
Target sequence (P14618 whole entry, looked up): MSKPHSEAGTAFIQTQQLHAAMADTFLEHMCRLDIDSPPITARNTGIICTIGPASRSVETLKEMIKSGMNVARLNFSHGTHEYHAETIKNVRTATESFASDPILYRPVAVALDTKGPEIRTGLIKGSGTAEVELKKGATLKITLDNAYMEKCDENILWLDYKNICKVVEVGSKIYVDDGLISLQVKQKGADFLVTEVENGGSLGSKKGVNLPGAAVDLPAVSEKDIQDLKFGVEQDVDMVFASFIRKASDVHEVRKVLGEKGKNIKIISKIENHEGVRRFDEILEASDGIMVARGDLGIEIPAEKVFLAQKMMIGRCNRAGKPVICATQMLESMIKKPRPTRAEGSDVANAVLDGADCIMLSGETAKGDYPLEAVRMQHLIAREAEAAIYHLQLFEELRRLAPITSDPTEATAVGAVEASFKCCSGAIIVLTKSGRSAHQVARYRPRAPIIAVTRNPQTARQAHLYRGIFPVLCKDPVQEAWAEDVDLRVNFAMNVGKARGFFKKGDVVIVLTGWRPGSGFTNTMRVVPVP
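Purified hPK-M2 (>95% pure) converted ADP (0.1 mM final) to ATP with 0.5 mM PEP in 50 mM imidazole pH7.2, KCl, MgCl2, Tween 20, BSA; 1 h at room temperature. ATP detected by Kinase-Glo luminescence.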
VP16 counter – Gal4-VP16 reporter inhibition counter-screen | Drosophila S2 Gal4-VP16 UAS-luciferase, luminescence, 20 h | AID 2546 | 310,000 compounds, 3.5% hits | Potency, µM (series often up to 53.6 µM), inactives show at the highest dose activity, negative = inhibition, most hits filed as inhibitors;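 also: Gal4-VP16 expression switched on by copper sulfate through the metallothionein promoter; potency is read from the fitted curve at half-maximal effect; % is scaled to controls: 0 for no effect and ±100 for the full control effect; nearly all actives have a fitted effect of over 50% in size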
FLuc counter – firefly luciferase modulation, counter-screen for miR-21 project | purified FLuc, Km substrates, luminescence inhibition | Potency, µM (doses to about 57.5 µM), without a hit: top-dose activity change, negative = inhibition, hits mostly inhibitors | 360,000 compounds, 6.9% hits | AID 588342;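 also: potency is read from the fitted curve at half-maximal effect; plate controls were vehicle for no effect and reference inhibitor for full effect; nearly all actives have a fitted effect of over 55% in size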
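Biochemical qHTS of compounds, final roughly 60 µM downward over six points, against 10 nM purified firefly luciferase using Km concentrations of substrates (10 uM D-luciferin, 10 uM ATP) in Tris acetate pH 7.5 buffer; luminescence output.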
Rab9 promoter act – activates the Rab9 promoter | Huh7 Rab9 promoter-luciferase reporter, luminescence, 24 h | Potency, µM (top dose mostly 9.22 µM), without a hit: at the highest dose activation, negative = inhibition, hits mostly activators | 320,000 compounds, 2.8% hits | AID 485297; also: potency is read from the fitted curve at half-maximal effect; % of control where 0% means no effect; nearly all actives have a fitted effect of over 60% in size
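Cell-based reporter: Huh7 stable for Rab9 promoter-driven luciferase, plated in reduced-serum medium with 10% FBS at 1500 cells/well, compound-treated 24 h at 37 °C, luminescence read after 10 min reagent.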
NPC1 prom act – NPC1 promoter activation; Huh7 NPC1 promoter luciferase reporter, 24 h; Potency, µM (highest dose often 9.22 µM), inactives show at the top dose activation, usual class: activators; 320,000 compounds, 2.4% hits;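 also: potency is read from the fitted curve at half-maximal effect; % of control where 0% means no effect; nearly all actives have a fitted effect of over 60% in size; reporter is driven by a mutant NPC1 promoter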
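Stable NPC1-promoter luciferase Huh7 line; cpd (DMSO) 24 h, 37 °C, 5% CO2; Amplite luciferase reagent 10 min RT; luminescence readout. qHTS format.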
RORgamma inh – blocks mouse ROR gamma transcriptional activity; P51450; Drosophila S2 Gal4-RORgamma UAS-luciferase reporter, 20 h; Potency, µM (series often up to 53.6 µM), for the others: at the highest dose activity change, negative = inhibition, actives largely listed as inhibitors; 310,000 compounds, 5.4% hits; also: potency is read from the fitted curve at half-maximal effect; % is scaled to controls: 0 for no effect and ±100 for the full control effect; nearly all actives have a fitted effect of over 60% in size
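ROR gamma transcriptional activity was tracked as Gal4-UAS luciferase output in stably transfected Drosophila Schneider cells, with compound added 1 hr before 700 uM copper sulfate induction and a 20 hr ambient-temperature incubation.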
Menin MLL FP TR – menin-MLL binding inhibition, Texas Red mutant peptide; Menin + Texas Red MLL mutant peptide, fluorescence polarization; Potency, µM (highest dose often 61.6 µM), for the others: at the top dose FP activity change, negative = inhibition, hits mostly inhibitors; 270,000 compounds, 0.23% hits; active = well fitted inhibition curve with a large enough effect in the polarisation, with a control signal flat, not every such curve was filed as active; inconclusive = small, poorly fitted or top-dose-only effect, or effect the other way, or a change in a side signal; inactive = no such curve, though single readings can be large or run the other way; the % refers to the polarisation; also: potency is read from the fitted curve at half-maximal effect; % of control where 0% means no effect; many of its hits are not listed in these tables
MBNL1 CUG block – inhibitors of human MBNL1 binding to CUG repeat RNA; Q9NR56; TR-FRET MBNL1-His/biotin-(CUG)12 binding, 665/545 ratio; Potency, µM (series often up to 57.5 µM), inactives show at the highest dose activity change, negative = inhibition, usual class: inhibitors; 280,000 compounds, 0.036% hits; AID 2675; active = well fitted inhibition curve with a large enough effect in the signal ratio, with a control signal flat, not every such curve was filed as active; inconclusive = small, poorly fitted or top-dose-only effect, or effect the other way, or a change in a side signal; inactive = no such curve, though single readings can be large or run the other way; the % refers to the signal ratio; also: potency is read from the fitted curve at half-maximal effect; % is scaled to controls: 0 for no effect and ±100 for the full control effect
Target sequence (Q9NR56 whole entry, looked up): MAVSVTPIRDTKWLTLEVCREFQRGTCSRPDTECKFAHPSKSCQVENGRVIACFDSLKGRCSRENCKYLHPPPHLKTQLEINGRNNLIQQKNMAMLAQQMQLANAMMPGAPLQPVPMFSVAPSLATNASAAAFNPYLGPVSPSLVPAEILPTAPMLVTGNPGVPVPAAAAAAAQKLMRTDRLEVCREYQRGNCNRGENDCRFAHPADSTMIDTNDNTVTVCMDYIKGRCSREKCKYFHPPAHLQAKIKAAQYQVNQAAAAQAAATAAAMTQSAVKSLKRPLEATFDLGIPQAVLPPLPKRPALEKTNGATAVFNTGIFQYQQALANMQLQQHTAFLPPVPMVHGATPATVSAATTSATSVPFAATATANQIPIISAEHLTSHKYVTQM
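Compounds (final 92 nM to 58 uM) are added to His-tagged MBNL1 and biotin-(CUG)12, then terbium anti-His antibody and streptavidin-XL665 (5 nM final). After 60 min at room temperature, the 665/545 nm ratio is read.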
Mito fusion act – mitochondrial division inhibition or fusion activation. S. cerevisiae fusion-defective mutant growth rescue, CellTiterGlo 48 h. Potency, µM (series often up to 46.1 µM), for the others: at the top dose growth rescue (activation), hits mostly activators. 320,000 compounds, 0.23% hits;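 also: potency is read from the fitted curve at half-maximal effect; % of control where 0% means no effect; nearly all actives have a fitted effect of over 45% in size; temperature-sensitive fusion mutants such as fzo1-1 at 37 °C on non-fermentable ethanol glycerol medium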
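Growth-rescue viability read-out: after 48 h at the non-permissive 37C in glycerol/ethanol YPEG, yeast mitochondrial fusion mutants are measured by CellTiterGlo luminescence; compounds (23 nl pinned per well) restoring growth score as division inhibitors or fusion activators.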
* marks the source's active call; other numbers are inactive results; ? = inconclusive; / = no result given; & = joins results of further samples; [ ] = another dose, or the depositor's remark. Unless noted, calls follow the shape of the dose curve; as a rule, active = well fitted curve in the direction sought with a large enough effect; inconclusive = small, poorly fitted or top-dose-only effect, or another doubt; inactive = no such curve, though single readings can be large; an effect the other way counts as inactive or inconclusive.

The line under a structure holds: ELG1 DNA repair	KCNH2 3.1 inh	PKM2 activator	VP16 counter	FLuc counter	Rab9 promoter act	NPC1 prom act	RORgamma inh	Menin MLL FP TR	MBNL1 CUG block	Mito fusion act
CCc1cc2c3c(c1)C(C)CC(C)(C)N3C(=O)/C2=C1\SC(=O)NC1=O (centres undefined)
    3%	6	3%	-3%	1%	-4%	-1%	29%	/	7%	22%
O=c1cc(CO)oc(C(Nc2cccc([N+](=O)[O-])c2)c2ccccn2)c1O (centres undefined)
    20%	3	?	11%	-20%	-2%	-18%	1%	-1%	?	-1%
CC(Cc1ccccn1)NC(=O)c1ccc(OC2CCN(Cc3ccccn3)CC2)cc1 (centres undefined)
    ?	7	-7%	7%	-3%	9%	15%	-25%	/	-3%	1%
CN(C)c1ccc(/C=C2/C=C(c3ccc4c(c3)CCCC4)OC2=O)cc1
    6%	0	-5%	0%	-19%	-4%	-5%	-6%	/	-7%	-2%
COc1ccc(S(=O)(=O)N2CCN(C(c3ccccc3)c3ccccc3)CC2)cc1NC(C)=O
    1%	-7	0%	-4%	4%	3%	-2%	-9%	/	3%	-1%
CCS(=O)(=O)c1ccc2oc(SCC(=O)NCCc3ccc(OC)cc3)nc2c1
    -5%	0	1%	-11%	-3%	0%	-3%	?	8%	1%	2%
CCN1CCN(Cc2ccc(NC(=O)Nc3ccc(OC)cc3)cc2)CC1
    ?	7	-15%	-2%	?	28%	17%	-3%	-7%	-12%	-1%
Cc1ccc(SCCNC(=O)CN2C(=O)c3ccccc3S2(=O)=O)cc1
    2%	1	-2%	-2%	2%	5%	-3%	39%	13%	3%	0%
COc1cc(NC(=O)CS(=O)(=O)c2ccc(C)cc2)cc(OC)c1OC
    12%	-14	1%	22%	19%	-5%	-4%	21%	-2%	6%	2%
O=[N+]([O-])c1cccc(/C=N/Nc2nc(N3CCOCC3)nc(N3CCOCC3)n2)c1
    ?	-14	-4%	-16%	-1%	1%	-3%	37%	3%	21%	-8%
Cc1noc(/C=C/c2ccco2)c1S(=O)(=O)N1CCC(C(=O)N2CCc3ccccc3C2)CC1
    ?	1	20µM*	-5%	-2%	-6%	-7%	-6%	?	16%	1%
CN(Cc1ccc(F)cc1)Cc1nc(-c2ccccc2)no1
    22%	-5	-5%[11.5 µM]	-2%	0%	-2%	?	0%	-5%	-9%	-4%
C=CCOc1cccc(C2/C(=C(/O)c3ccc(Cl)cc3)C(=O)C(=O)N2CCN2CCOCC2)c1 (centres undefined)
    11%	-19	1%	3%	2%	-1%	2%	21%	-8%	13%	-3%
COc1ccc2cc3c(N)c(C(=O)NCc4ccco4)sc3nc2c1
    ?	-4	-31%	?	6µM*	2µM*	?	?	?	?	29%
OCC[C@@H]1C[C@H](O)[C@@H](O)[C@@]2(OCCCc3ccccc32)O1
    2%	-36	-1%	-4%	-1%	-1%	2%	1%	1%	-3%	2%
COc1ccc(C2Nc3cc(OC)ccc3-n3cccc32)cc1 (centres undefined)
    -18%	-5	5%	2%	?	8%	6%	-43%	/	/	3%
CN(c1ccccc1C(=O)Nc1ccc(F)c(F)c1)S(C)(=O)=O
    8%	18	19%	9%	2%	-2%	-3%	12%	7%	-3%	-4%
O=C(Oc1ccc(Nc2ncnc3ccccc23)cc1)c1cccnc1
    1%	4	0%	32%	-2%	2%	2%	-6%	0%	-8%	9%
CN(Cc1ccccc1)C(=O)CCC1CCN(C(=O)c2ccccc2C(F)(F)F)CC1
    -9%	-40	6%	1%	-12%	0%	8%	27%	/	0%	0%
Cn1c(=O)n(-c2cccc(Cl)c2)c(=O)n1C
    17%	-23	-1%	0%	4%	-3%	2%	1%	23%	-4%	-3%
O=C(NNc1cc(N2CCOCC2)nc(N2CCOCC2)n1)c1ccc(Cl)cc1Cl
    11%	4	-17%	-6%	-1%	-2%	-4%	5%	-8%	-16%	-2%
Cc1cccc(NC(=O)CSc2nc(N)cc(N)n2)c1
    8%	13	3%	-7%	-14%	-2%	0%	-21%	22%	25%	-3%
CN(C)S(=O)(=O)Nc1cc(F)cc(F)c1
    7%	15	-12%	2%	-3%	-3%	-1%	43%	0%	-3%	-4%
COC1=C/C(=C/c2c(N)n3nc(CC(=O)N4CCCC4)sc3nc2=O)C=CC1=O
    10%	16	-11%	-2%	3%	0%	2%	5%	3%	?	-3%
Cc1cc(Nc2ncc(Cl)cc2Cl)n(-c2ccccc2C)n1
    9%	1	-11%	?	-2%	-1%	0%	8.9µM*	-11%	?	22µM*
Cc1cccc2[nH]c(-c3ccc(NC(=O)c4ccco4)cc3)nc12
    ?	-5	-12%	-8%	4.8µM*	1µM*	2.2µM*	4%	13%	-10%	5%
O=C(NC1CCCCC1)c1ccc(S(=O)(=O)NCc2ccco2)cc1
    -6%	10	-6%	0%	2%	11%	-1%	38%	0%	-6%	4%
Cc1ccc(N=C2C(=O)Nc3ccc(Br)cc32)cc1
    ?	9	/	-9%	-1%	-5%	-1%	4%	19%	11%	-13%
CCc1cc2cc3c(cc2nc1SCC(=O)Nc1c[nH]c(=O)[nH]c1=O)OCO3
    -2%	18	-2%	-3%	2%	-3%	-1%	2%	?	90%[activator]	4%
O=C(CSc1nc2c([nH]c3ccccc32)c(=O)n1-c1cccc(Cl)c1)N1CCOCC1
    ?	4	-5%	?	0%&3%	-1%	-4%	?	?	-9%	-1%
CN(/N=C/c1cc(Cl)cc(Cl)c1O)C(=S)NC(C)(C)C
    ?	11	28%	16µM*	-1%	-1%	-1%	?	/	-25%	4%
CN(CC(=O)Nc1ccc(F)cc1)C(=O)c1ccccc1Sc1ccccc1C#N
    ?	10	/	/	1%	-1%	-3%	/	/	/	5%
CNc1ncc(C(=O)c2ccc(-c3ccccc3)cc2)s1
    ?	-5	4%	-6%	3µM*	2.5µM*	2µM*	39%	/	20%	7%
CN(C)S(=O)(=O)c1ccc(C(=O)N2CCCC2c2nc3ccccc3s2)cc1 (centres undefined)
    6%	-2	8%	-1%	3%	-6%	-3%	?	-7%	3%	-2%
C/C(CC(=O)Nc1ccccn1)=N\NC(=O)C(=O)Nc1ccccc1C
    2%	8	-5%	?	0%	-2%	-2%	?	9%	-5%	1%
COc1ccc(C(=O)N(Cc2ccccc2)c2cccc(C)c2)cc1
    ?	7	-6%	2%	-1%	?	?	5%	/	-1%	2%
COc1cccc(C2C(C(=O)c3cc4ccccc4o3)=C(O)C(=O)N2c2cc(C)on2)c1 (centres undefined)
    13%	18	/	19%	0%	-1%	-3%	0%	/	107%[activator]	2%
Cc1ccc(S(=O)(=O)N(CC(=O)Nc2cccnc2)c2cccc([N+](=O)[O-])c2)cc1
    ?	-8	-1%	-3%	0%	3%	-22%	2%	/	?	0%
Cc1ccc(S(=O)(=O)Nc2ccc(SC(F)F)cc2)c(C)c1
    12%	-19	-2%	?	0%	1%	2%	-17%	15%	-4%	?
CCC1CCC/C1=N\NC(=O)c1cc(C)[nH]n1 (centres undefined)
    17%	3	0%	-1%	-2%	2%	-15%	11%	20%	-5%	2%
CC(C)(C)NC(=O)C(=O)NNC(=O)c1ccccc1Br
    1%	13	-6%	9%	4%	0%	-5%	-25%	3%	-3%	-8%
O=C(OC(C(=O)NCc1cccs1)c1ccccn1)c1cccs1 (centres undefined)
    5%	-14	-7%	13%	0%	26%	1%	13%	-1%	1%	1%
C/C(Cn1cnc([N+](=O)[O-])n1)=N/NC(=O)COc1ccccc1Cl
    4%	-6	0%	?	0%	-4%	4%	-35%	-6%	?	-2%

High-throughput results deposited in PubChem by National Center for Advancing Translational Sciences (NCATS).

Not all compounds are listed; the hit share may differ from the screen's.
